# G9a inh: inhibitors of human histone lysine methyltransferase G9a; Potency, µM (titrated, usually from 102 µM), without a hit: at the highest dose activity, negative = inhibition, actives largely listed as inhibitors; Q96KQ7; G9a H3K9 monomethylation, AlphaScreen, 2 h; AID 504332; 350,000 compounds, 8.8% hits; further: on the % scale 0 is the no-effect control and ±100 the full control effect; nearly all actives have a fitted effect of over 75% in size
# Target sequence (Q96KQ7 913-1193 limits assumed): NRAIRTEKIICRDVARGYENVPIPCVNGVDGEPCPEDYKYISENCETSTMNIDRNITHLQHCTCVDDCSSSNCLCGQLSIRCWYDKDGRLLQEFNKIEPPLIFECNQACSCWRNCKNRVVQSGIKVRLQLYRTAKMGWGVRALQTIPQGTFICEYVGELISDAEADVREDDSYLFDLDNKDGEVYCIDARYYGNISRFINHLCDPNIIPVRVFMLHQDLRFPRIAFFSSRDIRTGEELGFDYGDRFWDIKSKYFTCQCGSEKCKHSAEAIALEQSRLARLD
#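 Chemiluminescent proximity detection of H3K9 monomethylation, read after 10 min bead incubation in the dark. Reaction: 20 nM G9a, 500 nM biotin-H3K9 peptide, 20 uM SAM cofactor, 2 h, room temperature, following 15 min enzyme-compound preincubation.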
# Apoferritin bind: candidate novel general anesthetic via apoferritin binding; AID 485281; Potency, µM (doses to about 77.5 µM), inactives show at the highest dose activity change, negative = displacement, usual class: inhibitors; 350,000 compounds, 0.074% hits; P02791; apoferritin/1-aminoanthracene competitive binding, fluorescence; further: on the % scale 0 is the no-effect control and ±100 the full control effect; nearly all actives have a fitted effect of over 20% in size
# Target sequence (P02791 2-175 limits assumed): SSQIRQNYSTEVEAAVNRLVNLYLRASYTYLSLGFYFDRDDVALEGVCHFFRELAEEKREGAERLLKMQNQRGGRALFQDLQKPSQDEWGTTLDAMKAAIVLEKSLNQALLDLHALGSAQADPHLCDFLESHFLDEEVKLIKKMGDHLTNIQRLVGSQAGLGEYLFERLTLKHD
#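 In PBS, apoferritin at 10 uM is loaded with 1-AMA from a 50% saturated solution. After 10 min of compound exposure at ambient temperature, reduced 535 nm fluorescence indicates probe displacement.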
# Pol beta inh: DNA polymerase beta (human) inhibition; P06746; Pol beta primer extension/strand displacement, fluorescence kinetic; Potency, µM (highest dose often 114 µM), for the others: top-dose activity change, negative = inhibition, actives largely listed as inhibitors; 340,000 compounds, 1.3% hits; AID 485314; further: on the % scale 0 is the no-effect control and ±100 the full control effect
#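 Human Pol beta at 10 nM; strand-displacement substrate 50 nM final. Compound exposure 15 min at room temperature before start, reaction 10 min at room temperature.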
# BAZ2B inh: BAZ2B (human) inhibition; Q9UIF8; AlphaScreen BAZ2B-H3K14Ac peptide displacement; Potency, µM (doses to about 114 µM), for the others: at the top dose activity change, negative = inhibition, hits mostly inhibitors; 360,000 compounds, 4.4% hits; AID 504333; further: on the % scale 0 is the no-effect control and ±100 the full control effect; nearly all actives have a fitted effect of over 60% in size
#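 Inhibition is scored as reduced AlphaScreen emission. The BAZ2B/b-H3(5-23)K14Ac complex (50 nM each) in PBS pH 7.4, 0.01% Tween-20 meets compound (up to 110 uM) for 30 min at RT before bead addition.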
# Pol iota inh: blocks human DNA polymerase iota activity | 390,000 compounds, 1% hits | Potency, µM (highest dose often 115 µM), inactives show top-dose activity, negative = inhibition, usual class: inhibitors | Pol iota fluorescent replication assay, 10 min | Q9UNA4
#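 Pol iota at 10 nM preincubated 15 min with compounds at room temperature; reaction started with fluorescent substrate, 50 nM final. Fluorescence read kinetically at 0 and 10 min; buffer-only wells as negative control.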
# Pol kappa inh: DNA polymerase kappa (human) inhibition; Q9UBT6; purified Pol kappa, fluorescent DNA synthesis assay, 10 min; Potency, µM (titrated, usually from 107 µM), inactives show at the highest dose activity, negative = inhibition, usual class: inhibitors; 400,000 compounds, 0.53% hits; further: on the % scale 0 is the no-effect control and ±100 the full control effect
#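 Enzyme at 10 nM met test compounds for 15 min at room temperature. Substrate addition (50 nM final) began the reaction, which was monitored by fluorescence at 0 and 10 min.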
# APEX1 inh: inhibitors of human APE1 endonuclease | P27695 | recombinant APE1, TAMRA/BHQ-2 abasic DNA cleavage fluorescence | Potency, µM (series often up to 65.8 µM), for the others: top-dose activity change, negative = inhibition, actives largely listed as inhibitors | 350,000 compounds, 0.35% hits | AID 2517;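 further: plate controls were vehicle for no effect and reference inhibitor for full effect; nearly all actives have a fitted effect of over 55% in size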
# Target sequence (P27695 whole entry, looked up): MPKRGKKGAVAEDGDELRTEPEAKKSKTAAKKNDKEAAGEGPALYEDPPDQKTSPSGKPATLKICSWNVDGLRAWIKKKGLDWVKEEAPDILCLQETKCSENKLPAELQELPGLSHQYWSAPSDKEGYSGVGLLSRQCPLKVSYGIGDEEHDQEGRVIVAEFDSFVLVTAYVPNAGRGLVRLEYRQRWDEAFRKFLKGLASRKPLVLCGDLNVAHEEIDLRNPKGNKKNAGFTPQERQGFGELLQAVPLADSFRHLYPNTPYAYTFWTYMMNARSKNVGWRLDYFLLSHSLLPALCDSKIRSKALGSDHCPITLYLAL
#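 Compound pre-exposure to 0.75 nM APE1, 15 min at ambient temperature. Reaction initiated with 50 nM TAMRA/BHQ-2 THF substrate, read immediately in kinetic mode, 525 nm excitation, 598 nm emission.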
# BLM inh: blocks DNA unwinding by human BLM helicase | Potency, µM (highest dose often 56.1 µM), inactives show at the highest dose activity change, negative = inhibition, hits mostly inhibitors | recombinant BLM DNA unwinding, fluorescence dequenching | 350,000 compounds, 0.2% hits | P54132;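 further: plate controls were vehicle for no effect and no enzyme for full effect; nearly all actives have a fitted effect of over 35% in size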
# POLH inh: DNA polymerase eta (human) inhibition; Q9Y253; recombinant Pol eta, fluorescent DNA replication assay; Potency, µM (titrated, usually from 114 µM), for inactives: at the highest dose activity change, negative = inhibition, most hits filed as inhibitors; 390,000 compounds, 1.2% hits; AID 588591; further: on the % scale 0 is the no-effect control and ±100 the full control effect
#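 Fluorescent replication assay: 50 nM final substrate added after a 15 min room-temperature compound preincubation with 10 nM enzyme. Signal taken at 0 min and again at 10 min.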
# Numbers without * were called inactive; ? = inconclusive; · = not tested or not shown; [ ] = remark or other dose. The call rests on the fitted dose curve; in most records, active means well fitted curve in the direction sought with a large enough effect; inconclusive means small, poorly fitted or top-dose-only effect, or another doubt; inactive means no such curve, though single readings can be large; an effect the other way counts as inactive or inconclusive. Potency means the concentration at half of the fitted maximal effect.
SMILES,G9a inh,Apoferritin bind,Pol beta inh,BAZ2B inh,Pol iota inh,Pol kappa inh,APEX1 inh,BLM inh,POLH inh
Cc1ccc(NC(=O)c2ccc(S(=O)(=O)NCC3CCCO3)cc2)cc1 (stereo unspecified),7%[12.7 µM],2%,-25%,-1%,5%,-9%,-1%,-2%,-9%
O=C(NCc1ccccc1)c1ccc(OCC2CCCO2)cc1 (stereo unspecified),-7%[59 µM],-6%,37%,10%,108%[activator],1%,8%,-1%,-3%
COc1ccc(Nc2cc(C(=O)NCc3ccco3)c3ccccc3n2)cc1,-1%,97%[activator],2%,-25%,·,·,12%,0%,·
C/C(=N\NC(=O)C1CC1)c1ccc(OC(F)F)cc1OC(F)F,21%,3%,-23%,-9%,51%[activator],-23%,5%,-2%,-25%
CCCCN(C(=O)C1CCC(CNS(=O)(=O)c2cccc3nsnc23)CC1)c1ccccc1 (stereo unspecified),?,?,5%,-33%,-20%,-11%,·,-10%,-25%
COc1ccc(C(=O)N/N=C(\C)c2ccccn2)cc1OC,·,-8%,-9%,7.9µM*,108%[activator],5%,7%,-2%,-20%
C=CCNC(=O)COC(=O)c1ccc(C)c(NC(=O)c2ccco2)c1,-18%,2%,-15%,-16%,67%[activator],2%,-2%,-7%,-1%
Cc1ccc(CN2CCN(Cc3nc4c(s3)CCCC4)CC2CCO)cc1 (stereo unspecified),?,-13%,11%,-8%,11%,-1%,11%,-2%,-20%
O=S(=O)(CS(=O)(=O)c1ccc(Cl)cc1)c1ccc(Cl)cc1,·,0%,-5%,-10%,51%[activator],2%,-9%,-5%,?
O=C(NNc1cc(N2CCCC2)nc(N2CCCC2)n1)c1ccc([N+](=O)[O-])cc1,18%[12.7 µM],-14%,-4%,?,245%[activator],-9%,-2%,-12%,-14%
O=C(NCCC1=CCCCC1)c1ccc2c(c1)N(Cc1ccccc1)C(=O)c1ccccc1S2=O (stereo unspecified),-33%[59 µM],0%,?,-6%,-5%,-21%,·,-12%,-14%
COC(=O)NCc1c(C)nn(-c2ccccc2)c1-n1cccc1,0%[59 µM],-6%,14%,-8%,10%,-12%,·,-3%,-12%
CCCc1cc(-c2n[nH]c(=S)n2CC)c2ccccc2n1,?,-4%,22%,-1%,4%,-8%,-7%,-2%,-3%
CN(C)S(=O)(=O)Oc1ccsc1C(=O)Nc1cccc(Cl)c1Cl,62%[activator][59 µM],?,4%,37%[activator],9%,-6%,-4%,-8%,0%
CCOc1cccc2cc(C(=O)Nc3cc(C)on3)c(=O)oc12,10%[12.7 µM],-5%,2%,3%,39%[activator],0%,2%,1%,-2%
Cc1cc2c3nonc3ccc2n1C,14%[59 µM],31%[activator],27%,0%,16%,-7%,-4%,-5%,-5%
COc1nc(OCCNC(C)=O)nc(N(C)C)n1,·,-5%,4%,-22%,0%,0%,-7%,1%,1%
COc1ccc2cc3cc(C(=O)N4CCN(c5cccc(Cl)c5)CC4)sc3nc2c1,5%[59 µM],-3%,-1%,1%,16%,-24%,·,0%,-27%
O=C(CN1CCc2ccccc2C1)Nc1ccccc1C(=O)NC1CC1,-9%[2.33 µM],·,·,3%,22%,-15%,19%,·,-12%
O=C(O)c1ccc(N=Nc2c(-c3ccccc3)[nH]oc2=O)cc1,-16%,-2%,2%,-24%,31%[activator],-18%,21%,-2%,-18%
Cc1ccc(-c2nc(C=Nc3ccc(O)cc3)c(O)o2)cc1,0%,-22%,14%,-1%,?,-10%,-6%,-8%,-4%
O=C(NCCCN1CCN(CCCNC(=O)c2ccc(F)cc2)CC1)c1ccc(F)cc1,-31%,10%,2%,-8%,-3%,5%,13%,-2%,-17%
COc1ccc(-c2nnc3ccc(SCC(=O)NCc4ccco4)nn23)cc1OC,?,-11%,6%,-1%,-3%,-3%,12%,-3%,-9%
CCOc1ccc(-c2cc(CCCC(=O)NCc3cccnc3)no2)cc1,6%,-12%,1%,11%,-10%,1%,-5%,-14%,-13%
Cc1ccc(S(=O)(=O)Oc2ccc3c(c2)O/C(=C\c2cccnc2)C3=O)cc1,1%,-11%,-11%,2%,1%[58.9 µM],1%,3%,1%,-15%

# At a glance, some entries already given.
SMILES,G9a inh,Apoferritin bind,Pol beta inh,BAZ2B inh,Pol iota inh,Pol kappa inh,APEX1 inh,BLM inh,POLH inh
Cc1ccc(NC(=O)c2ccc(S(=O)(=O)NCC3CCCO3)cc2)cc1 (stereo unspecified),7%[12.7 µM],2%,-25%,-1%,5%,-9%,-1%,-2%,-9%
O=C(NCc1ccccc1)c1ccc(OCC2CCCO2)cc1 (stereo unspecified),-7%[59 µM],-6%,37%,10%,108%[activator],1%,8%,-1%,-3%
COc1ccc(Nc2cc(C(=O)NCc3ccco3)c3ccccc3n2)cc1,-1%,97%[activator],2%,-25%,·,·,12%,0%,·
C/C(=N\NC(=O)C1CC1)c1ccc(OC(F)F)cc1OC(F)F,21%,3%,-23%,-9%,51%[activator],-23%,5%,-2%,-25%
CCCCN(C(=O)C1CCC(CNS(=O)(=O)c2cccc3nsnc23)CC1)c1ccccc1 (stereo unspecified),?,?,5%,-33%,-20%,-11%,·,-10%,-25%
COc1ccc(C(=O)N/N=C(\C)c2ccccn2)cc1OC,·,-8%,-9%,7.9µM*,108%[activator],5%,7%,-2%,-20%
C=CCNC(=O)COC(=O)c1ccc(C)c(NC(=O)c2ccco2)c1,-18%,2%,-15%,-16%,67%[activator],2%,-2%,-7%,-1%
Cc1ccc(CN2CCN(Cc3nc4c(s3)CCCC4)CC2CCO)cc1 (stereo unspecified),?,-13%,11%,-8%,11%,-1%,11%,-2%,-20%
O=S(=O)(CS(=O)(=O)c1ccc(Cl)cc1)c1ccc(Cl)cc1,·,0%,-5%,-10%,51%[activator],2%,-9%,-5%,?
O=C(NNc1cc(N2CCCC2)nc(N2CCCC2)n1)c1ccc([N+](=O)[O-])cc1,18%[12.7 µM],-14%,-4%,?,245%[activator],-9%,-2%,-12%,-14%
O=C(NCCC1=CCCCC1)c1ccc2c(c1)N(Cc1ccccc1)C(=O)c1ccccc1S2=O (stereo unspecified),-33%[59 µM],0%,?,-6%,-5%,-21%,·,-12%,-14%
COC(=O)NCc1c(C)nn(-c2ccccc2)c1-n1cccc1,0%[59 µM],-6%,14%,-8%,10%,-12%,·,-3%,-12%
CCCc1cc(-c2n[nH]c(=S)n2CC)c2ccccc2n1,?,-4%,22%,-1%,4%,-8%,-7%,-2%,-3%

# Later entries:
SMILES,G9a inh,Apoferritin bind,Pol beta inh,BAZ2B inh,Pol iota inh,Pol kappa inh,APEX1 inh,BLM inh,POLH inh
Cc1oc2c(c1C(=O)NCc1ccccc1F)C1=NCCN1C=N2,7%[59 µM],-1%,-22%,-3%,9%,-10%,·,0%,-11%
Cc1ccc(C#N)c(SCc2ccccc2F)n1,·,4%,13%,141%[activator],33%[activator],-6%,-4%,-11%,-19%
COc1ccc(NC(=O)CN2CCN(S(=O)(=O)c3ccc(Br)cc3)CC2)cc1,-12%[59 µM],3%,?,-14%,-2%,-6%[60.1 µM],·,-6%,-2%
COc1ccc(/C=N/NC(=O)c2cccc([N+](=O)[O-])c2)cc1OS(=O)(=O)c1ccc(C)cc1,20%,-16%,14%,2%[57.1 µM],4%,-5%,-3%,-7%,-18%
Clc1ccc(C2=Nn3c(nnc3-c3cc(-c4ccccc4)n[nH]3)SC2)cc1,?,2%,8%,3%,23%,-10%,12%,-2%,-9%
COc1cccc(Nc2cc(C)nc3nc(C)nn23)c1,?,-3%,2%,-5%,11%,-7%,11%,0%,-17%
Cc1ccc2c(c1)c1c(n2CC(O)CN2CCCCC2C)CCCC1 (stereo unspecified),45µM*,-11%,18%,?,19%,-7%,-4%,1%,28%
CCNC(=S)NC1CC2CCCC(C1)N2Cc1ccc(C)cc1 (stereo unspecified),15%,-4%,96%,-2%,-2%,6%,9%,0%,-11%
NS(=O)(=O)c1ccc(CNC(=O)CCS(=O)(=O)Cc2ccccc2)cc1,·,1%,18%,2%,-1%,-9%,7%,0%,-23%
COc1ccc(Cc2nnc(NC(=O)Nc3ccc(F)cc3)s2)cc1,?,-6%,-2%,-7%,-30%,-17%,27%,-11%,-12%
O=C(Nc1cccnc1Cl)C1CCCN(c2ncnc3c2nc2n3CCCCC2)C1 (stereo unspecified),·,-4%,2%,-8%,-2%,9%,-7%,-4%,-13%
Cc1c(C(=O)NN2CCOCC2)oc2c1ccc1ccccc12,-1%,-5%,21%,-16%,12%,1%,-1%,-13%,1%
CC(=O)Nc1cccc(NC(=O)CSc2nnc(NC(=O)c3ccco3)s2)c1,?,1%,12%,-12%,6%,0%,21%,-3%,?
O=C(CNc1ccccc1)N/N=C/c1cn(-c2ccccc2)nc1-c1ccccc1,-4%[59 µM],-9%,-14%,-6%,34%[activator],-11%,2%,-2%,-12%
C=CCNC(=O)C1CC1(c1ccccc1)c1ccccc1 (stereo unspecified),-2%[59 µM],1%,25%,0%,31%[activator],-5%,5%,5%,-1%
OCCN(CC#CC(O)(c1ccccc1)c1cccc(F)c1)CCO (stereo unspecified),·,10%,-15%,79µM*,70%[activator],-8%,-2%,1%,4%
CC1=C(C(=O)NCc2ccc(Cl)cc2)C2(CCCCCC2)OC1=O,0%[59 µM],3%,6%,2%,2%,-15%,·,-5%,-11%
CCC(C)Sc1cccc(-c2nc3cc(C)ccn3c2NCc2ccccc2)c1 (stereo unspecified),-45%[2.33 µM],·,·,?,12%,-7%,-2%,·,?
COc1ncc2nc(-c3ccccc3)c(=O)n(C3CC3)c2n1,-1%[0.501 µM],·,·,·,·,-3%[60.1 µM],-4%,2%,·
CCOc1cc(/C=C2/NC(=O)N(CC(=O)Nc3cccc(C)c3)C2=O)ccc1O,2%[59 µM],-6%,-2%,-5%,-6%,-25%,5%,2%,2%

# Three entries already listed, ordered by SMILES length, rising.
SMILES,G9a inh,Apoferritin bind,Pol beta inh,BAZ2B inh,Pol iota inh,Pol kappa inh,APEX1 inh,BLM inh,POLH inh
COc1cccc(Nc2cc(C)nc3nc(C)nn23)c1,?,-3%,2%,-5%,11%,-7%,11%,0%,-17%
COc1ncc2nc(-c3ccccc3)c(=O)n(C3CC3)c2n1,-1%[0.501 µM],·,·,·,·,-3%[60.1 µM],-4%,2%,·
CC1=C(C(=O)NCc2ccc(Cl)cc2)C2(CCCCCC2)OC1=O,0%[59 µM],3%,6%,2%,2%,-15%,·,-5%,-11%

# Screening data deposited in PubChem BioAssay by National Center for Advancing Translational Sciences (NCATS).

# A portion of the library (hit frequency here may not be typical).
